RmlCD inh mix = RmlC and RmlD coupled enzyme inhibitors, primary screen, biochemical, 384-well, compound mixtures, retest; RmlC/RmlD coupled enzyme inhibition, 384-well mixture HTS; inhibition, % at 5.5 µM; hit rate 0.39% among 110,000; AID 1532, 2009; in the data active means inhibition above about 30%, passing the limit was not always enough; further: strong numbers were not always called active
HIV RNase H inh = HIV-1 RT RNase H inhibitors, primary screen, biochemical, fluorescence | Gag-Pol polyprotein (Human immunodeficiency virus type 1 group M subtype B (isolate … | inhibition, % at 10 µM | hit rate 1.9% among 65,000 | RT-RNase H RNA/DNA duplex cleavage | AID 565, 2006; in the data active means inhibition above about 50%
Numbers without * were called inactive; x = no result given. This is a subset; the hit share may differ from the screen's.

canonical_smiles,RmlCD inh mix,HIV RNase H inh
COC(=O)C1=C(c2ccccc2)C[C@@H]2CC[C@H]1N2C(=O)NCc1ccco1,6,x
CCc1cc(C(=O)OC)c(N2C(=O)C3C4C=CC(C4)C3C2=O)s1 (stereo unspecified),-7,2
CC(C)CC(NC(=O)OC(C)(C)C)c1cn([C@@H](CCCCNC(=O)OC(C)(C)C)C(=O)N2CCN(C(=O)OC(C)(C)C)CC2)nn1 (stereo partly specified),-7,x
COc1ccc(C(=O)OCC(=O)Nc2ccc(F)c(F)c2F)cc1OC,-10,x
COC(=O)c1ccc(-n2c(C)ccc2-c2ccccc2)cc1,8,x
Cc1cccn2c(=O)c(C=NCc3ccccc3)c(NCCO)nc12,-20,2
CC(C)OC(=O)CSc1nnc(-c2cnccn2)n1Cc1ccco1,4,5
O=C1CCc2cc(S(=O)(=O)N3CCC(C(=O)NC4CCCC4)CC3)ccc2N1,2,-3
CC(=O)Nc1ccc2c(c1)OCCO2,4,x
Cc1ccc(SCC(=O)O/N=C(\N)c2ccc([N+](=O)[O-])cc2)cc1,7,x
COC(=O)Cn1ccc(N(C)C)c(C#N)c1=O,-2,-8
CC(=O)n1cc([C@@H]2C=C(C(=O)Nc3ccccc3)O[C@H](OCCCCO)C2)c2ccccc21,-16,x
CCn1nnnc1SCC(=O)NCc1ccc2c(c1)OCO2,7,x
Cc1cc(C)nc(Nc2ccccc2Br)n1,x,-25
CCOc1cc(C(=O)N(C)Cc2cc3ccccc3[nH]c2=O)cc(OCC)c1OCC,-7,11
CCCc1[nH]nc2c1C(c1cc(OC)cc(OC)c1)C(C#N)=C(N)O2 (stereo unspecified),-20,-27
N=c1c2c(n(Cc3ccc(Cl)cc3Cl)c3c1CCC3)CCCC2,-15,-8
COc1nc(-c2ccc(Cl)cc2)ccc1-c1noc(-c2cccs2)n1,-35,x
O=C(CSc1nc2ccccc2n1Cc1ccccc1)N/N=C/c1ccco1,8,x
O=C(CSc1nc2cc(S(=O)(=O)N3CCOCC3)ccc2o1)NC1CCCc2ccccc21 (stereo unspecified),0,85*
COc1ccc(C(=O)OCC(=O)NCc2ccco2)cc1S(=O)(=O)N1CCN(c2cccc(Cl)c2)CC1,0,x
Cc1cccn2c(=O)c3cc(C#N)c(=O)n(-c4c(C)n(C)n(-c5ccccc5)c4=O)c3nc12,10,1
Nc1ncnc2c1CCC2,11,-6
Cc1ccc(OC(=O)c2ccc(S(=O)(=O)N(C)C)cc2)c(-n2nc3ccccc3n2)c1,-37,x
Cc1cc(C(=O)OCC(=O)Nc2ncc(C(F)(F)F)cc2Cl)c(C)o1,-7,-4
COc1ccccc1C(=O)N(Cc1cccs1)C1CCS(=O)(=O)C1 (stereo unspecified),x,0
C=CCc1cc(C)cc(C)c1OCCn1cncn1,11,-16
O=[N+]([O-])c1ccc(-c2cc(-c3ccncc3)nc3ccc4ccccc4c23)cc1,-2,x
O=C(NCc1ccccn1)Nc1ccc(Cl)c(Cl)c1,11,-22
O=C(OCCOCCN=C1NS(=O)(=O)c2ccccc21)c1ccncc1,4,4
CCc1nnc(NC(=O)CCC(=O)N2CCCC2)s1,3,-7
O=c1c2[nH]c3ccccc3c2ncn1CCN1CCCCC1,-4,78*
ClCCNc1nc2ccc(Cl)cc2[nH]1,8,x
COc1ccc(CCN2C(=O)c3ccccc3C2(O)c2ncc[nH]2)cc1OC (stereo unspecified),15,1
COC(=O)c1[nH]c2cccc(OC)c2c1NC(=O)CCN1CCN(c2ccccc2OC)CC1,10,-2
CC(C)N(C(=O)COC(=O)c1cc(Cl)cc(Cl)c1N)C(C)C,-7,x
CCC(C)(C)n1nnnc1C(c1cccs1)N1CC=C(c2ccc(F)cc2)CC1 (stereo unspecified),-5,16
C=CCSc1nc(C)cc(/C=C\c2ccccc2)c1C#N,-19,x
CCS(=O)(=O)Nc1ccc(-c2nnc(SCC(=O)c3cccc(OC)c3)o2)cc1,7,-1
CCOc1ccc(C2NC(=O)c3n[nH]c(C)c32)cc1 (stereo unspecified),-11,-9
COc1ccc(NS(=O)(=O)c2ccc(C)c(C(=O)O)c2)cc1,2,2
O=C(CN(CC1CCCO1)C(=O)CNS(=O)(=O)c1ccc(Cl)cc1)NCC1CCCO1 (stereo unspecified),-11,x
CC(C)CNCC(=O)N1c2ccccc2Sc2ccccc21,-5,x
COc1cc(C2NC(=O)NC(C)=C2C(=O)Nc2cccc(C)c2C)cc(OC)c1OC (stereo unspecified),-8,-10
Cc1cc(NCCN2CCOCC2)n2nc(C)c(-c3ccccc3)c2n1,30,0
CC1CCCN(CC(=O)Nc2ccc(S(=O)(=O)NC3CCCCC3)cc2)C1 (stereo unspecified),-10,6
Cn1c(SCc2nc(-c3ccc(Cl)cc3)no2)nnc1-c1ccccc1,-13,x
COc1ccc(C2=NCC(CSc3nccc(=O)[nH]3)S2)cc1 (stereo unspecified),-14,-7
Cn1c(/C(C#N)=C(\O)COc2ccc3ccccc3c2)nc2ccccc21,x,45
O=C(Nc1c(Cl)cc(Cl)cc1C(=O)NCCN1CCOCC1)c1ccc(Cl)cc1Cl,-9,x
O=C(Cn1nnc(-c2ccccc2NC(=O)c2ccccc2)n1)Nc1ccc2c(c1)OCCO2,23,x
O=C(c1ccco1)N1CCN(S(=O)(=O)c2ccc(S(=O)(=O)NC3CCCC3)cc2)CC1,-10,-3
CC(C)OC(=O)CSc1nnc(Cc2ccccc2)n1CC1CCCO1 (stereo unspecified),7,x
CCOC(=O)Cc1csc(NC(=O)CSc2nncn2C)n1,7,x
CCOC(=O)c1ccccc1NC(=O)Cn1cnc2c(nnn2-c2ccc(C)cc2)c1=O,3,-4
Cc1ccc2cc(C#N)c(SCC(=O)NCc3ccco3)nc2c1,12,1

Additional records follow:
canonical_smiles,RmlCD inh mix,HIV RNase H inh
COc1ccccc1C(=O)Nc1nnc(-c2ccc(F)cc2)o1,-9,3
CCOc1ccc(C2=Nn3c(nnc3-c3ccco3)SC2)cc1,4,x
COC(=O)c1cc(-c2ccccc2)n(CCN)c1C,29,x
c1csc(CN2CCOCC2)c1,-10,x
CCOC(=O)N1CCC(NC(=O)c2cc(C(=O)NC3CCCC3)ccc2CO)CC1,8,-3
Cc1ccc(C)c(NC(=O)CN(C)S(=O)(=O)c2ccccc2)c1,13,-13
CCc1ccccc1NC(=O)CSc1nc(-c2ccccc2)nn1C(=O)c1cccc([N+](=O)[O-])c1,-15,x
Cc1ccc(NC(=O)CCSc2nnc(-c3ccco3)o2)cc1,2,7
CCCNC(=O)COc1ccc(S(=O)(=O)Nc2ccc(C)cc2)cc1,6,x
Cc1oc2ncnc(N)c2c1C,-6,-12
COc1ccc(C2(CCN)CC(C)N(C)CC2C)cc1 (stereo unspecified),-31,-27
COCCNC(=O)C(c1ccccc1)N(C(=O)Cn1nnc2ccccc21)c1cccnc1 (stereo unspecified),-17,-9
CCOc1ccc(N2CC(C(=O)Nc3ccccc3N3CCOCC3)CC2=O)cc1 (stereo unspecified),-7,x
Fc1ccc2c(Cl)c(-c3nnc(-c4cccs4)o3)sc2c1,5,23
Cc1onc(-c2c(Cl)cccc2Cl)c1C(=O)NCc1ccco1,3,0
Cc1cc(O)cc(C)c1Cl,-18,x
COc1ccccc1OCC(=O)Nc1ccc(Cl)cc1,10,x
CN1C(=O)c2cccc3c(S(=O)(=O)NCc4ccco4)ccc1c23,17,-5
Cc1cc(C(=O)NCCCN2CCN(C3CCCCC3)CC2)n(-c2ccccc2)n1,-8,0
CCN(CC)C(=O)CNC(=O)Cc1ccc(Cl)cc1,1,x
N#CC(C(=O)NC1CCCCC1)c1nc2ccccc2nc1N1CCOCC1 (stereo unspecified),x,4
CCOc1ccc(C(=O)CN2CCN(S(=O)(=O)c3ccc(Cl)cc3)CC2)cc1,1,-17
Nc1ccnn1Cc1cccnc1,2,-10
Cc1ccccc1N/N=C1\CCCNC1=O,-13,x

Quoted from above, 15 compounds:
canonical_smiles,RmlCD inh mix,HIV RNase H inh
COC(=O)C1=C(c2ccccc2)C[C@@H]2CC[C@H]1N2C(=O)NCc1ccco1,6,x
CCc1cc(C(=O)OC)c(N2C(=O)C3C4C=CC(C4)C3C2=O)s1 (stereo unspecified),-7,2
CC(C)CC(NC(=O)OC(C)(C)C)c1cn([C@@H](CCCCNC(=O)OC(C)(C)C)C(=O)N2CCN(C(=O)OC(C)(C)C)CC2)nn1 (stereo partly specified),-7,x
COc1ccc(C(=O)OCC(=O)Nc2ccc(F)c(F)c2F)cc1OC,-10,x
COC(=O)c1ccc(-n2c(C)ccc2-c2ccccc2)cc1,8,x
Cc1cccn2c(=O)c(C=NCc3ccccc3)c(NCCO)nc12,-20,2
CC(C)OC(=O)CSc1nnc(-c2cnccn2)n1Cc1ccco1,4,5
O=C1CCc2cc(S(=O)(=O)N3CCC(C(=O)NC4CCCC4)CC3)ccc2N1,2,-3
CC(=O)Nc1ccc2c(c1)OCCO2,4,x
Cc1ccc(SCC(=O)O/N=C(\N)c2ccc([N+](=O)[O-])cc2)cc1,7,x
COC(=O)Cn1ccc(N(C)C)c(C#N)c1=O,-2,-8
CC(=O)n1cc([C@@H]2C=C(C(=O)Nc3ccccc3)O[C@H](OCCCCO)C2)c2ccccc21,-16,x
CCn1nnnc1SCC(=O)NCc1ccc2c(c1)OCO2,7,x
Cc1cc(C)nc(Nc2ccccc2Br)n1,x,-25
CCOc1cc(C(=O)N(C)Cc2cc3ccccc3[nH]c2=O)cc(OCC)c1OCC,-7,11

Next section
canonical_smiles,RmlCD inh mix,HIV RNase H inh
CCC(=O)c1c[nH]c(C(=O)NCCc2ccccn2)c1,6,x
COc1cc(-c2nnc(COc3ccc4cc(Br)ccc4c3)o2)cc(OC)c1OC,7,-4
CC(=O)N1CCN(c2ccc([N+](=O)[O-])c(NCC3CCCO3)c2)CC1 (stereo unspecified),5,x
O=C(/C=C/c1cccs1)N1CCC2(CC1)Oc1ccc(Cl)cc1C(=O)C21CC(c2ccccc2)=NO1 (stereo unspecified),7,x
Cc1nc2ccccc2c(=O)n1/N=C/c1cccnc1,-14,-3
CC12CC(NC(=O)N1c1ccc(C(=O)N3CCN(c4ccccn4)CC3)cc1)c1ccccc1O2 (stereo unspecified),-4,-8
COC(=O)c1ccccc1NC(=O)C(C)Oc1ccccc1 (stereo unspecified),1,-79
CC(=O)Oc1cc2c(C(=O)NCCN3CCOCC3)c(C)oc2c2ccccc12,-12,-10
CCCOC(=O)CC1C(=O)NCCN1Cc1ccc(F)cc1 (stereo unspecified),x,15
N#CC1=C(N)Oc2n[nH]c(-c3cccs3)c2C1c1ccoc1 (stereo unspecified),-11,-46
Cn1cc(C(=O)NCCc2ccccc2)c(=O)c2cc(S(=O)(=O)N3CCOCC3)ccc21,x,-5
CCc1ccc(-c2nc(CSCC(=O)N3CCN(c4ccccn4)CC3)c(C)o2)cc1,4,-4
O=C(COc1ccccc1Cl)OCC(=O)N1CCN(S(=O)(=O)c2ccccc2)CC1,4,-8
O=C1CC(SC(=Nc2ccccc2)Nc2ccccc2)C(=O)N1c1ccc(Cl)cc1 (stereo unspecified),-7,x
Clc1ccc(-c2nc3ccc(Cl)cn3c2CN2CCOCC2)cc1,-11,x
CCOc1ccc(N2CC(=O)Nc3ccccc3NCC2=O)cc1,12,19
CC(=O)Nc1cccc(C(=O)Nc2ccccc2C(=O)O)c1,-11,-3
NC(=O)C1CCCN(S(=O)(=O)c2ccc(Br)cc2)C1 (stereo unspecified),-7,-6
COc1cc(C(=O)OC(C)C(=O)N2CCc3ccccc3C2)ccc1OCC(=O)N1CCOCC1 (stereo unspecified),-11,-1
CN(C)S(=O)(=O)c1ccc(C(=O)OCCCN=C2NS(=O)(=O)c3ccccc32)cc1,4,-5
CS(=O)(=O)N(CC(=O)NCCSc1ccccc1)c1ccc2c(c1)OCO2,4,-29
O=C(C1CCC(CNc2c(N3CCCCC3)c(=O)c2=O)CC1)N1CCc2ccccc2C1 (stereo unspecified),75,-27
Cc1cc2c(cc1C)CSC(c1ccc3ccccc3c1O)SC2,-10,x
O=C(CN1C(=O)C2CC=CCC2C1=O)Nc1nccs1 (stereo unspecified),-4,-4
Cc1ccc(S(=O)(=O)Oc2ccccc2/C=N/NC(=O)c2c(Cl)cnn2C)cc1,-13,x
O=C(Nc1ccc(N2CCOCC2)cc1)c1cc2ccccc2o1,-8,0
Cc1cc(=O)n2nc(N3CCCC3C(=O)NCc3ccccn3)sc2n1 (stereo unspecified),-10,-14
COC(=O)c1ccc(N2C(=O)CC(NCc3ccccc3)C2=O)cc1 (stereo unspecified),-12,-7
COC(=O)Nc1c(C)nn(Cc2ccccc2C)c1C,3,-1
Cc1csc(NC(=O)c2ccoc2C)n1,1,1
CCCc1n[nH]c2c1/C(=N/O)CC(c1ccccc1)C2 (stereo unspecified),8,-1
O=C(Nn1cnnc1)C(Sc1ccccc1)c1ccccc1 (stereo unspecified),-6,2
Cn1cc(-c2nnnn2-c2cccc(C(F)(F)F)c2)c(C(F)(F)F)n1,3,x
CC(C)COc1ccc(C2NC(=O)NC2=O)cc1 (stereo unspecified),-2,-1

Source: PubChem BioAssay (several laboratories)
